p47phox inh: p47phox/p22phox peptide binding inhibitors, primary screen, biochemical, uHTS, NADPH oxidase regulatory subunit. 220,000 compounds, 0.53% hits. inhibition, % at 24.7 µM. fluorescence polarization, 2 h;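 active = inhibition above about 30%, limit read from the data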;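 also: 0% = p47phox with labelled peptide and 100% = labelled peptide alone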
Target sequence (P14598 whole entry, looked up): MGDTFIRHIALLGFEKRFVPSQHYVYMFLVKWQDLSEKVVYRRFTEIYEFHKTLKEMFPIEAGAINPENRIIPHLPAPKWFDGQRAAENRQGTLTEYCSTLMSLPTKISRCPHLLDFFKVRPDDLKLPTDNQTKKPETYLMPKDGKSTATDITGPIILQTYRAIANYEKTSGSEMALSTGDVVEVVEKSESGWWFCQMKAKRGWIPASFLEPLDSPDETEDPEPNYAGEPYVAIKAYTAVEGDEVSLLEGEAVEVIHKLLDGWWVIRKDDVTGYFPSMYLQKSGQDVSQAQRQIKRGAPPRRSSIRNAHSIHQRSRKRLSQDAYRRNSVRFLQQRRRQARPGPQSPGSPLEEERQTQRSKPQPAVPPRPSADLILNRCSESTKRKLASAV
EBV gp42 block: Epstein-Barr virus gp42 inhibitors, primary screen, biochemical, uHTS, fluorescence polarization; Glycoprotein 42 (Epstein-Barr virus (strain AG876)), Q1HVG2; Fluorescence polarization binding assay, mP read-out; inhibition, % (tested at 21.74 µM); 220,000 compounds, 0.42% hits; AID 1085, 2008; in the data active = inhibition above about 50%
Target sequence (Q1HVG2 whole entry, looked up): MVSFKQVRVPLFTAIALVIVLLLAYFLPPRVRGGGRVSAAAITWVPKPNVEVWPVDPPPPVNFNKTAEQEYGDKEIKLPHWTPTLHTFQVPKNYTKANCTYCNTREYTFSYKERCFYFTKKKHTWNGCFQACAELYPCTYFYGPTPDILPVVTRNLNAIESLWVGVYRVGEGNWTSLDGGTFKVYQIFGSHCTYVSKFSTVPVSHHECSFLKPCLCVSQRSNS
Runt-CBFb FRET: inhibitors of RUNX1 Runt–CBFb binding, primary screen, biochemical, FRET, Cerulean-Runt, Venus-CBFb, uHTS. AID 1496, 2009. inhibition, % at 20 µM. 220,000 compounds, 0.46% hits. Cerulean-Runt/Venus-CBFb FRET ratio 530/480, 1 h;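 active = inhibition over about 50% at 20 µM in the single-dose screen, limit read from the data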;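 also: 0% = DMSO wells and 100% = excess unlabeled CBFb competitor control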
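Assay system: Cerulean-tagged RUNX1 Runt domain (FRET donor) fusion protein / Amount: 100 nM each of Venus-CBFb and Cerulean-Runt domain / Medium: Tris buffer pH 7.5 with salts and BSA / Also added: Venus-CBFb 100 nM / Schedule: 1 h complex formation plus 1 h compound treatment, room temperature / Signal: FRET fluorescence / Read-out: loss of energy transfer signal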
m-calpain inh: inhibitors of pig calpain II, primary screen, biochemical, fluorogenic peptide substrate, 1536-well; inhibition, % at 16 µM; 220,000 compounds, 0.37% hits; purified calpain II, 30 min;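 active = inhibition above about 50%, limit read from the data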
RBBP9 inh: human RBBP9 inhibitors, primary screen, biochemical, fluorescence polarization, FP-Rh probe, HTS; Serine hydrolase RBBP9 (Homo sapiens), O75884; 220,000 compounds, 0.2% hits; recombinant RBBP9; inhibition, % at 7.94 µM; AID 1515, 2009;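 active = inhibition above the campaign mean of all tested compounds plus 3 SD, cut at about 14% in these data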;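 also: plate controls were DMSO wells with RBBP9 for no effect and wells lacking RBBP9 protein for full effect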
Target sequence (O75884 whole entry, looked up): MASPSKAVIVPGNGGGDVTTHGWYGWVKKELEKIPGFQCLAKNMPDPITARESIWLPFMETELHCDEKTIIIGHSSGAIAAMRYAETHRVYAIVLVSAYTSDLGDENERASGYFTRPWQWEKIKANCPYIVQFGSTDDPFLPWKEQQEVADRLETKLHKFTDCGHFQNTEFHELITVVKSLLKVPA
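Measured by – fluorescence polarization · Test system – RBBP9 protein · Input – 2.5 µM RBBP9 dispensing solution, before mixing · Measure – percent inhibition from mP, scaled between DMSO and no-protein wells · Benchmarks – DMSO-treated enzyme wells and wells lacking RBBP9 · Times – preincubation 30 min plus labeling 45 min at 25 °C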
Furin inhibitor: human furin inhibitors, primary screen, biochemical, fluorescence intensity. AID 463115, 2010. purified furin, fluorogenic substrate cleavage. inhibition, % at 30 µM. 220,000 compounds, 0.061% hits; in the data active = inhibition above about 25%; also: inactives centre near -15
Runt-SMMHC FRET: inhibitors of RUNX1 Runt–CBFb-SMMHC binding, primary screen, biochemical, FRET, Cerulean-Runt, Venus-CBFb-SMMHC, uHTS | Runt-related transcription factor 1 (Homo sapiens) + Core-binding factor subunit beta … | inhibition, % at 20 µM | 220,000 compounds, 0.74% hits | AID 1434, 2008 | Cerulean-Runt/Venus-CBFb-SMMHC FRET ratio 530/480, 1 h;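 active = mean inhibition across duplicate retests at 20 µM reaching about 50%, limit read from the data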;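 also: 0% = DMSO wells and 100% = wells with excess untagged CBFb-SMMHC; inhibitors lower the FRET ratio by blocking Runt binding to CBFb-SMMHC; some results filed as inactive read as strong as hits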
TbHK1 inh: Trypanosoma brucei hexokinase 1 inhibitors, primary screen, biochemical, G6PDH-coupled NADH absorbance, MLSCN library; recombinant TbHK1, G6PDH-coupled NADH A340; inhibition, % at 10 µM; 220,000 compounds, 0.11% hits; AID 1430, 2008;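 active = inhibition of 50% or more in the single-dose primary screen; inactive = inhibition below 50%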
p97 inhibitor: inhibitors of human p97 ATPase, primary screen, biochemical | Transitional endoplasmic reticulum ATPase (Homo sapiens), P55072 | recombinant p97 ATPase, Kinase-Glo ATP luminescence, 3 h | inhibition, % at 8 µM | 220,000 compounds, 0.42% hits | AID 1481, 2009; in the data active = inhibition above about 15%;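 also: 0% = DMSO vehicle and 100% = wells lacking enzyme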
* = called active by the depositor; nt = not tested or not shown; [ ] = another dose, or the depositor's remark.

p47phox inh,EBV gp42 block,Runt-CBFb FRET,m-calpain inh,RBBP9 inh,Furin inhibitor,Runt-SMMHC FRET,TbHK1 inh,p97 inhibitor,compound
-5,-9,0,14,-8,-16,3,0,-2,O=C(COC(=O)c1nc(Cl)ccc1Cl)Nc1ccccc1OC(F)F
-3,11,nt,9,-4,-9,3,9,-2,COc1ccc(-c2cc(C(=O)O)sc2C)cc1
-2,-9,5,-92,-10,-21,4,-36,4,CN(C)C(=O)c1coc2nc3ccccc3nc12
-3,-14,1,5,5,-8[20 µM],-5,3,1,COc1ccc(OC)c(CNC(=O)CCN2C(=O)COc3ccccc32)c1
-15,-11,2,4,-8,-8,1,-1,-2,O=C1CC(c2ccccc2Cl)Cc2c1cnn2-c1nc2ccccc2s1 (centres undefined)
-8,-3,1,1,4,-20[20 µM],0,-2,3,CCN1CCN(S(=O)(=O)c2ccc3ccccc3c2)CC1
-2,-15,1,-5,-3,6[20 µM],-3,6,2,O=C(c1ccc(Cl)s1)N1CCOCC1
-11,-18,1,-2,-10,-23,1,-4,-3,O=C(C1CCN(S(=O)(=O)c2cccc3cccnc23)CC1)N1CCN(c2ccccc2)CC1
3,7,0,30,-17,-5,4,-1,-7,S=C1Nc2ccccc2Sc2ccc(Cl)cc21
-4,-1,1,4,-6,-17,0,0,0,COc1cc(N=C(N)N=C(N)N)cc(OC)c1
-2,-22,-1,-9,-9,-20[20 µM],-7,-13,-2,CNC(=O)c1cc2cc(OC)ccc2n1CCN(Cc1ccccc1)Cc1ccccc1
-2,-12,0,-14,-7,-10,2,-5,-5,COC(=O)c1cccc(COC(=O)CNC(=O)c2ccco2)c1

Ten entries from above, ordered by count of non-hydrogen atoms, low to high.
p47phox inh,EBV gp42 block,Runt-CBFb FRET,m-calpain inh,RBBP9 inh,Furin inhibitor,Runt-SMMHC FRET,TbHK1 inh,p97 inhibitor,compound
-2,-15,1,-5,-3,6[20 µM],-3,6,2,O=C(c1ccc(Cl)s1)N1CCOCC1
-3,11,nt,9,-4,-9,3,9,-2,COc1ccc(-c2cc(C(=O)O)sc2C)cc1
-2,-9,5,-92,-10,-21,4,-36,4,CN(C)C(=O)c1coc2nc3ccccc3nc12
-8,-3,1,1,4,-20[20 µM],0,-2,3,CCN1CCN(S(=O)(=O)c2ccc3ccccc3c2)CC1
-2,-12,0,-14,-7,-10,2,-5,-5,COC(=O)c1cccc(COC(=O)CNC(=O)c2ccco2)c1
-5,-9,0,14,-8,-16,3,0,-2,O=C(COC(=O)c1nc(Cl)ccc1Cl)Nc1ccccc1OC(F)F
-15,-11,2,4,-8,-8,1,-1,-2,O=C1CC(c2ccccc2Cl)Cc2c1cnn2-c1nc2ccccc2s1 (centres undefined)
-3,-14,1,5,5,-8[20 µM],-5,3,1,COc1ccc(OC)c(CNC(=O)CCN2C(=O)COc3ccccc32)c1
-2,-22,-1,-9,-9,-20[20 µM],-7,-13,-2,CNC(=O)c1cc2cc(OC)ccc2n1CCN(Cc1ccccc1)Cc1ccccc1
-11,-18,1,-2,-10,-23,1,-4,-3,O=C(C1CCN(S(=O)(=O)c2cccc3cccnc23)CC1)N1CCN(c2ccccc2)CC1

Further entries.
p47phox inh,EBV gp42 block,Runt-CBFb FRET,m-calpain inh,RBBP9 inh,Furin inhibitor,Runt-SMMHC FRET,TbHK1 inh,p97 inhibitor,compound
-1,0,0,5,0,-17[20 µM],0,-8,-1,Cc1cc(N2CCOCC2)c(F)cc1C(=O)c1ccccc1
-10,-1,0,-4,-9,-10[20 µM],0,1,1,CCNC(=O)c1oc2c(c1C)C(=O)CC(C)(C)C2
-12,-5,-5,1,-4,-16,1,3,5,COc1ccc(C(=O)NCCCCCC(=O)N/N=C/c2ccco2)cc1OC
0,6,-1,21,-7,-25[20 µM],2,-5,-2,COc1ccc2nc(NC(=O)CSc3nnc(-c4ccoc4C)n3C)sc2c1
-37,-2,0,-50,-13,-16,-1,-8,1,Cc1cc(C(=O)CN2C(=O)NC(C)(c3cccc(Br)c3)C2=O)c(C)n1Cc1ccco1 (centres undefined)
-1,-5,0,15,1,-10,2,-7,1,COc1ccccc1NC(=O)NCc1ccccc1F
0,-14,-1,-16,-3,-10,-3,-4,3,O=C(c1ccc(F)cc1)N1C2CCC1CC(O)(c1ccccc1F)C2 (centres undefined)
13,-14,1,10,-7,-24,2,-1,2,Cc1ccc(NC(=O)C2C3C=CC4(CN(Cc5cccnc5)C(=O)C24)O3)cc1 (centres undefined)
-5,5,4,-10,0,-16,-5,-1,3,NS(=O)(=O)c1cccc(NC(=S)NC(=O)c2cccc([N+](=O)[O-])c2)c1
2,-27,-1,11,-8,-17[20 µM],-2,-2,-1,CCCNC(=O)c1cc(SC)ccc1Cl
-10,-6,0,-51,-3,-15,1,-16,5,CCOC(=O)/C(C#N)=C/Nc1ccsc1C(=O)OC
-4,-10,nt,-4,6,-18,nt,0,3,Cn1c(=O)c2c(nc(SCC(=O)c3ccccc3F)n2C)n(C)c1=O

(next part)
p47phox inh,EBV gp42 block,Runt-CBFb FRET,m-calpain inh,RBBP9 inh,Furin inhibitor,Runt-SMMHC FRET,TbHK1 inh,p97 inhibitor,compound
-19,-18,-1,4,0,-14,0,30,6,Cc1ccc(NC(=O)c2cc(-c3ccccc3)nn2-c2ccccc2)c(Br)c1
-11,3,0,-6,-13,-21,1,3,-1,CCCNC(=S)N1CC2(C)CN(C(=O)C(=O)OCC)CC(C)(C1)C2=O
2,-11,-1,-41,-13,-33,0,-9,3,C=CCNC(=O)CN1CCC(O)(c2ccccc2)CC1
-4,-22,-1,11,2,-11,-7,-5,2,CCN(CC)S(=O)(=O)c1ccc(N2CCCC2)c(NC(=O)CC(C)(C)C)c1
-20,-13,13,-18,-5,-10[20 µM],8,-11,2,COc1cc(/C=N/Nc2nc3ccccc3o2)cc(OC)c1O
-63,-30,-3,18,-13,2,4,-12,-5,Cc1ccc(C)c(OCCn2cc(/C=C(\C#N)C(=O)NCC3CCCO3)c3ccccc32)c1 (centres undefined)
-2,-38,-3,12,-9,-15,12,-20,-6,CSc1nnc(-c2cc[n+](C)cc2)n1CCO
-58,-130,-250,-72,-6,-1,-129,-1,-6,CC(=O)N1C(=O)C(=C2C=C(C)OC(C)=C2)c2ccccc21
-16,-14,5,-14,-2,-16,2,1,3,CC1(C)CC(NCCC(c2ccccc2)c2ccco2)CCO1 (centres undefined)
-5,-13,1,-6,-5,-23,-1,-5,3,S=C(Nc1cccnc1)N1CCCCC1
-9,-7,1,4,-5,-17,0,4,8,Cc1nnc(SCc2nc3ccccc3s2)n1N
-7,-14,0,-17,8,-11,-2,-8,5,CC(=O)Nc1ccc(-c2ccc(NC(C)=O)cc2)cc1

2 compounds picked at random from those above:
p47phox inh,EBV gp42 block,Runt-CBFb FRET,m-calpain inh,RBBP9 inh,Furin inhibitor,Runt-SMMHC FRET,TbHK1 inh,p97 inhibitor,compound
-2,-12,0,-14,-7,-10,2,-5,-5,COC(=O)c1cccc(COC(=O)CNC(=O)c2ccco2)c1
-63,-30,-3,18,-13,2,4,-12,-5,Cc1ccc(C)c(OCCn2cc(/C=C(\C#N)C(=O)NCC3CCCO3)c3ccccc32)c1 (centres undefined)

(further entries)
p47phox inh,EBV gp42 block,Runt-CBFb FRET,m-calpain inh,RBBP9 inh,Furin inhibitor,Runt-SMMHC FRET,TbHK1 inh,p97 inhibitor,compound
-12,-2,4,-8,7,-25,-31,7,26*,CCCC1Nc2ccc(C(=O)O)cc2C2C=CCC12 (centres undefined)
-5,15,-3,-82,-2,-17[20 µM],1,-13,7,COc1ccc(-c2n[nH]c3c2C(c2ccc(OC)c(OC)c2)N(c2ccccc2)C3=O)cc1 (centres undefined)
-7,-6,2,-21,9,-26,0,2,3,CC(NC(=O)c1ccnn1C)C1CCCO1 (centres undefined)
5,-1,-1,5,-3,-22,-4,3,-4,CC1=NN(C(C#N)c2ccc(F)cc2)C(C)(C)C1 (centres undefined)
-7,-5,-1,3,-6,-9[20 µM],2,2,-4,CCS(=O)(=O)N1CCN(C(=O)CC(C)C)CC1
2,-11,-1,-14,-5,-11[20 µM],-2,-6,-2,Cc1ccc(C(=O)c2c[nH]cc2-c2ccccc2)cc1
-2,-70,-1,-8,-6,-22[20 µM],7,-4,-4,O=C(Nc1cccc(C(=O)N2CCOCC2)c1)c1cncc(Br)c1
2,1,-1,13,-12,4[20 µM],2,-3,-13,Cc1ccc(NC(=O)CN(C)S(=O)(=O)c2cccc3nsnc23)cc1Cl
-15,-12,-2,-17,-3,-9[20 µM],-2,3,-8,CC(NC(=O)c1ccccc1)c1nc2ccccc2n1Cc1ccccc1F (centres undefined)
-4,-5,-3,2,-5,-25,-4,-1,-4,CCO[C@H]1OC(C(=O)N2CCN(Cc3ccc4c(c3)OCO4)CC2)=C[C@@H](C2CCCCC2)[C@@H]1CCCO
6,-11,2,-19,9,-26[20 µM],-4,4,4,Cc1ccnc(SCC(=O)N2CCN(c3ccccc3)CC2)n1
0,-9,2,0,-3,-19,-1,-2,-1,COc1ccc(S(=O)(=O)N2CCN(c3ccccc3)CC2)cc1
-38,4,-1,10,-5,-6,4,2,-6,Cc1ccc(C(=O)Nc2ccc(F)cc2)o1

Screening data from PubChem BioAssay.
